PI4K2A inh = qHTS for small molecular inhibitors of PI4K2A. purified PI4K2A, ADP-Glo luminescence, 1 h; stronger effect = lower value. hit rate 0.13% among 420,000. activity change, negative = inhibition, % at 76.9 µM. Phosphatidylinositol 4-kinase type 2-alpha (Homo sapiens), Q9BTU6; in the data active = activity change below about -50%; inconclusive = mostly about -30% to -49%;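 note: -100% = wells without enzyme as full effect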
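PI4K2A activity was measured by ADP-Glo luminescence: enzyme (4 ug/mL stock) and phosphatidylinositol (1.2 mM stock) in Tris pH 7.5/MgCl2/EGTA/Triton X-100 buffer were reacted with ATP (300 microM stock) for one hour at ambient temperature.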
G9a inh = qHTS Assay for Inhibitors of Histone Lysine Methyltransferase G9a | hit rate 8.8% among 350,000 | Potency, µM (titrated, usually from 102 µM), for inactives: at the top dose activity, negative = inhibition, actives largely listed as inhibitors | G9a H3K9 monomethylation, AlphaScreen, 2 h | AID 504332, 2011; note: potency is the fitted concentration of half-maximal effect; % is set by controls: 0 for no effect and ±100 for the full control effect; nearly all actives have a fitted effect of over 75% in size
Target sequence (Q96KQ7 913-1193 limits assumed): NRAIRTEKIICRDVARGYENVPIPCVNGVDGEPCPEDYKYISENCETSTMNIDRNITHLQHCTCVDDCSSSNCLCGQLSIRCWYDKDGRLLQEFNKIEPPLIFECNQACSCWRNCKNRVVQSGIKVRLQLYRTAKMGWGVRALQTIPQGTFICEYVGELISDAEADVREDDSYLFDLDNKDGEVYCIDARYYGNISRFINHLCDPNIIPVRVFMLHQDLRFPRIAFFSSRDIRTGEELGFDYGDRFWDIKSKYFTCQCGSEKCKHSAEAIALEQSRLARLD
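Chemiluminescent proximity detection of H3K9 monomethylation, read after 10 min bead incubation in the dark. Reaction: 20 nM G9a, 500 nM biotin-H3K9 peptide, 20 uM SAM cofactor, 2 h, room temperature, following 15 min enzyme-compound preincubation.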
ERG-DNA inh = qHTS for Small Molecule Inhibitors of the ERG Ets/DNA interaction; Transcriptional regulator ERG (Homo sapiens), P11308; fluorescence polarization, His-ERG Ets domain / labelled DNA; Potency, µM (top dose mostly 76.9 µM), for the others: at the highest dose FP activity, negative = inhibition, most hits filed as inhibitors; hit rate 0.028% among 370,000; active = well fitted inhibition curve with a large enough effect in the polarisation, with a control signal flat; inconclusive = small, poorly fitted or top-dose-only effect, or effect the other way, or a change in a side signal; inactive = no such curve, though single readings can be large or run the other way; the % refers to the polarisation;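 note: polarization taken with two DNA probes labelled with fluorescein and Texas red; potency is the fitted concentration of half-maximal effect; % of control where 0% means no effect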
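His-tagged ERG Ets domain (1 uM in the protein solution; 300mM KCl, 50mM Tris-HCl, 1mM EDTA, 1mM DTT, pH 7.5) received compound, then a probe mix of 5 nM fluorescein-DNA and 100nM Texas-615-DNA. Fluorescence polarization was read for both dyes.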
Pin1 inh = qHTS Assay to Find Inhibitors of Pin1 | Pin1 FP peptide displacement, HiFluor488, 10 min | Potency, µM (titrated, usually from 115 µM), for inactives: top-dose activity, negative = inhibition, actives largely listed as inhibitors | hit rate 0.009% among 390,000; active = well fitted inhibition curve with a large enough effect in the polarisation, with a control signal flat, not every such curve was filed as active; inconclusive = small, poorly fitted or top-dose-only effect, or effect the other way, or a change in a side signal; inactive = no such curve, though single readings can be large or run the other way; the % refers to the polarisation; note: potency is the fitted concentration of half-maximal effect; % is set by controls: 0 for no effect and ±100 for the full control effect
JMJD2A Tudor = qHTS Assay for Inhibitors of JMJD2A-Tudor Domain. Lysine-specific demethylase 4A (Homo sapiens), O75164. AlphaScreen JMJD2A-Tudor / H3K4me3 peptide binding. Potency, µM (doses to about 114 µM), inactives show top-dose activity change, negative = inhibition, most hits filed as inhibitors. hit rate 4.4% among 390,000; note: potency is the fitted concentration of half-maximal effect; % is set by controls: 0 for no effect and ±100 for the full control effect; nearly all actives have a fitted effect of over 50% in size
HP1b chromo inh = HTS for Inhibitors of HP1-beta Chromodomain Interactions with Methylated Histone Tails; Potency, µM (highest dose often 114 µM), without a hit: top-dose activity change, negative = inhibition, usual class: inhibitors; hit rate 0.56% among 390,000; Chromobox protein homolog 1 (Homo sapiens), P83916; AID 540317, 2011; AlphaScreen HP1-beta / biotin-H3K9me3 peptide binding; note: potency is the fitted concentration of half-maximal effect; nearly all actives have a fitted effect of over 70% in size; inactives centre near 23
Target sequence (P83916 whole entry, looked up): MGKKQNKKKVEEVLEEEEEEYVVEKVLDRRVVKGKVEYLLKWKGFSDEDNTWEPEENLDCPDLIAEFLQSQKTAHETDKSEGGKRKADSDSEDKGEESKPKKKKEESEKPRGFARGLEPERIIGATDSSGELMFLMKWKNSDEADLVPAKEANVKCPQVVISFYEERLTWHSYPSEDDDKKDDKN
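AlphaScreen: HP1-beta (50 nM) preformed 30 min with biotin-H3(1-18)K9me3 peptide (50 nM) in PBS pH 7.4, 0.01% Tween-20. Compound added for 30 min at RT, then streptavidin donor/nickel chelate acceptor beads (10 ug/mL) for 30 min.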
PGK inhibitor = qHTS Assay to Find Inhibitors of Phosphoglycerate Kinase; PGK/GAPDH coupled, Kinase-Glo luminescence, 60 min; Phosphoglycerate kinase, glycosomal (Trypanosoma brucei brucei), P07378; Potency, µM (titrated, usually from 57.5 µM), without a hit: at the highest dose activity change, negative = inhibition, actives largely listed as inhibitors; hit rate 0.043% among 380,000; AID 602233, 2012; note: potency is the fitted concentration of half-maximal effect; % is set by controls: 0 for no effect and ±100 for the full control effect; nearly all actives have a fitted effect of over 60% in size
Target sequence (P07378 whole entry, looked up): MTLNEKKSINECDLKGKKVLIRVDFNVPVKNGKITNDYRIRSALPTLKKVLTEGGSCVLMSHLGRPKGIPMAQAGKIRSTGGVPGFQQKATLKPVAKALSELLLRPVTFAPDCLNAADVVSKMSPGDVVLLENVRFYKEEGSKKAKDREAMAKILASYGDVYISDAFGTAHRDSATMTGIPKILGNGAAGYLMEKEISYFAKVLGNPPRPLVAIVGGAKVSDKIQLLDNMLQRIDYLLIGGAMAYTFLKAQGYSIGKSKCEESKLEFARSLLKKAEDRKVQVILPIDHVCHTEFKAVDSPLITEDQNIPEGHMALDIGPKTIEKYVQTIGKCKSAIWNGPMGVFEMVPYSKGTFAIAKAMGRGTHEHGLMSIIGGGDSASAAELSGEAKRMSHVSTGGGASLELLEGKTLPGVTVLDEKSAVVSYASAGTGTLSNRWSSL
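Recombinant glycosomal PGK reaction used 1,3-bisphosphoglycerate generated in-well by GAPDH (100nM final) in 100mM TEA pH 7.6, 5mM MgCl2, 0.01% Tween-20. After 60 minutes at room temperature, ATP was read by Kinase-Glo Plus luminescence end-point.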
BAZ2B inh = qHTS Assay for Inhibitors of BAZ2B | hit rate 4.4% among 360,000 | AID 504333, 2011 | Potency, µM (top dose mostly 114 µM), for inactives: at the top dose activity change, negative = inhibition, actives largely listed as inhibitors | AlphaScreen BAZ2B-H3K14Ac peptide displacement; note: potency is the fitted concentration of half-maximal effect; % is set by controls: 0 for no effect and ±100 for the full control effect; nearly all actives have a fitted effect of over 60% in size
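BAZ2B 50 nM plus b-H3(5-23)K14Ac 50 nM, PBS pH 7.4/0.01% Tween-20, 30 min RT; compound added (max 110 uM), 30 min RT; streptavidin donor/Ni-chelate acceptor beads 10 ug/mL final, 20 min dark; AlphaScreen read.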
GLS inh = qHTS for Inhibitors of Glutaminase (GLS); Glutaminase kidney isoform, mitochondrial (Homo sapiens), O94925; GLS enzymatic activity, qHTS titration; Potency, µM (doses to about 45.5 µM), for the others: at the highest dose activity change, negative = inhibition, actives largely listed as inhibitors; hit rate 0.21% among 410,000; note: potency is the fitted concentration of half-maximal effect; % is set by controls: 0 for no effect and ±100 for the full control effect
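hKGA in 45 mM KH2PO4 (pH 8.2), 0.02% Tween-20 with compound, then 1mM L-Glutamine (stock as added) plus glutamate oxidase/HRP/Amplex red coupling mix. Fluorescence read initially and after 30 min at RT; signal change reflects glutamate formation.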
* hit, by the source's call; i = inactive; ? = inconclusive; . = no result given; & = joins results of further samples; [ ] = dose if it differs, or a comment. Unless noted, calls come from the whole dose curve; as a rule, active = well fitted curve in the direction sought with a large enough effect; inconclusive = small, poorly fitted or top-dose-only effect, or another doubt; inactive = no such curve, though single readings can be large; an effect the other way counts as inactive or inconclusive.

SMILES | PI4K2A inh | G9a inh | ERG-DNA inh | Pin1 inh | JMJD2A Tudor | HP1b chromo inh | PGK inhibitor | BAZ2B inh | GLS inh
COc1ccc(C(=O)NC(=S)Nc2ccccc2N2CCN(S(C)(=O)=O)CC2)cc1OC | 3 | ? | -1% | 21% | -20% | -9% | i | -34% | 17%
CCCCCC/C(C=O)=C\c1ccccc1 | 5 | 6%[0.501 µM] | 1% | 2% | 58%[activator] | 78%[activator] | -6% | 121%[activator] | -3%
COc1cccc(CN2CC(C(=O)NCc3ccc(Cl)s3)CCC2=O)c1 (centres undefined) | -3 | 7%[12.7 µM] | -6% | 0% | -2% | 42%[activator] | -6% | -3% | -7%
CCOC(=O)c1cccc(NC(=O)c2cc(S(=O)(=O)N3CCCC3)cn2C)c1 | 7 | 1%[59 µM] | 1% | -1% | -11% | 7% | -9% | 1% | -7%
O=C(O)/C=C/C(=O)N1CCN(S(=O)(=O)c2cccc(C(F)(F)F)c2)CC1 | -2 | -44% | 4% | 3% | -2% | 44%[activator] | -6% | -22% | 2%
COCCCN(C(=O)Nc1ccccc1)C(C)c1ccncc1 (centres undefined) | -3 | 24% | -4% | 3% | -21% | 18% | 0% | 11% | -3%
CCOC(=O)C1CCCN(C2CC(=O)N(c3ccc(N4C(=O)CC(N5CCCC(C(=O)OCC)C5)C4=O)cc3)C2=O)C1 (centres undefined) | 1 | 32µM* | -12% | 3% | -3% | 42%[activator] | . | 50µM* | -9%
CCOC(=O)Nc1cccc(Cl)c1C | 2 | 8% | -5% | -6% | 6% | 25% | -5% | 10% | -2%
CN(c1ccccc1)c1nc(N)c([N+](=O)[O-])c(NCc2ccco2)n1 | -5 | ? | . | 12% | ? | -17% | i | ? | -3%
COc1ccccc1OCCNC(=O)CCNC(=O)c1ccccc1Cl | 1 | 57%[activator] | 15% | -7% | -21% | 39% | -2% | 3% | 5%
O=C(NCCC(c1ccccc1)c1ccco1)c1cccs1 (centres undefined) | 4 | ? | 7% | -1% | -5% | 17% | -1% | ? | -2%
COc1ccc(N2CCN(Cc3nc4c(c(=O)[nH]c(=O)n4C)n3Cc3ccc(C)cc3)CC2)cc1 | -3 | ? | 2% | -5% | -28% | 1% | 5% | -23% | -14%
Cc1ccc(NC(=O)C2CCCN2S(=O)(=O)c2ccc3c(c2)n(C)c(=O)c(=O)n3C)cc1C (centres undefined) | -3&-1 | 6%[59 µM] | -1%&4% | 3%&1% | -18%&-26% | 34%&17%[activator] | -3%&-9% | ? | -11%&-9%
CCN(c1ccccc1)S(=O)(=O)c1ccc(C(=O)Nc2c(C)n(C)n(-c3ccccc3)c2=O)cc1 | 1 | . | 3% | 0% | -13% | 13%[57 µM] | -5% | . | -23%
O=C1Nc2ccc(S(=O)(=O)N3CCCC3)c3ccc(S(=O)(=O)N4CCCC4)c1c23 | 1 | 14%[59 µM] | -2% | -1% | -14% | 56%[activator] | i | 5% | 4%
NC(=O)[C@@H]1CCCNc2c(F)cc([N+](=O)[O-])cc2C(=O)N[C@@H](CCC(=O)O)C(=O)N[C@@H](CO)C(=O)N1 | 2 | 79µM* | -1% | 0% | -22% | 24% | -1% | -36% | -2%
CC1=C(C(=O)OCCC(C)C)C(c2ccc3c(c2)OCO3)NC(=O)N1 (centres undefined) | 4 | 25%[59 µM] | 7% | 3% | -12% | 8% | i | -4% | 2%
N#CCC(=O)N/N=C/c1c(-c2ccccc2)n(-c2ccccc2)c2ccccc12 | 4 | 15% | -1% | 11% | -6% | 15%[57 µM] | 4% | -29% | -24%
C/C(=N\OC(=O)c1ccc(Cl)cc1)c1nccs1 | -2 | 9% | 11% | ? | 6% | 32%[activator] | i | -4% | .
NC(=O)CC[C@H](NC(=O)c1ccc(F)cc1)C(=O)N1CCN(Cc2ccc3c(c2)OCO3)CC1 | 1 | . | -2% | -1% | -10% | 8% | i | . | 1%
O=C(CN1C(=O)COc2ccc(S(=O)(=O)N3CCOCC3)cc21)NCc1ccc(Cl)cc1 | 2 | 6%[59 µM] | 6% | -2% | 7% | 38% | -7% | -32% | 3%
CCOC(=O)CSc1nc(-c2ccc3c(c2)OCO3)ccc1C#N | -3 | -12%[2.33 µM] | -13% | -5% | 34%[11.4 µM] | 5% | i | 68%[activator] | -9%
Cc1ccc(C(=O)N2CCN(c3ccc(NC(=O)CSc4ccc(Cl)cc4)cc3)CC2)cc1 | 0 | -7% | ? | 0% | -16% | 33% | -2% | -9% | 2%
Cc1ccc(-c2nnc(Nc3cccc(Cl)c3)c3ccccc23)cc1S(=O)(=O)N1CCCCC1 | 1 | -2%[59 µM] | 1% | -1% | -24% | 20% | -10% | -5% | 3%
CCOc1ccc(NS(=O)(=O)c2ccc3[nH]cc(C(=O)NCC4CCCO4)c(=O)c3c2)cc1 (centres undefined) | 0&-6 | -14%&-3%[59 µM] | 4%&0% | ? | -34%&-9% | 49%&29%[activator] | -11%&8% | 8% | -5%&-1%
CC1CCCN(Cc2c(C(=O)N3CCc4ccccc4C3)nc3ccc(Cl)cn23)C1 (centres undefined) | -1 | 19% | -1% | -2% | -19% | 12% | 2% | ? | 7%
Cc1c(C=O)c(=O)n(-c2ccccc2)n1-c1ccccc1 | -4 | 12%[59 µM] | . | -7% | -3% | 44%[activator] | 0% | 4% | -8%
CCN(CC)CCCNC(=O)c1ccc(Cn2c(SCc3ccccc3)nc3cccnc32)cc1 | 3 | -31%[59 µM] | 0% | -5% | -25% | -11% | -13% | -2% | 6%
Cc1cc(C)nc(NC(=O)Cc2ccc(Cl)cc2)c1 | 2 | 18%[0.501 µM] | 3% | 4% | 21% | 44%[activator] | 2% | -11% | -4%
CCn1cc(CN2CCC(n3nccc3NC(=O)CCCc3ccccc3)CC2)cn1 | 2 | 53%[activator] | -9% | -3% | -20% | 21% | 2% | -1% | 7%
O=C1NC(=O)/C(=C\c2ccc(N3CCOCC3)o2)N1 | -5 | 25µM* | -21% | ? | -7% | 15% | 0% | 7% | 0%
Cn1c(=Nc2ccccc2)sc2ccccc21 | -5 | 57%[activator][59 µM] | -2% | 2% | 126%[activator] | 63%[activator] | 0% | 73%[activator] | 1%
O=C(Nc1ccccc1Cl)c1ccc(S(=O)(=O)N2CCOCC2)cc1 | 5 | -1%[59 µM] | -4% | -10% | -8% | 32% | 0% | 0% | -13%
COc1ccc(CC(=O)Nc2nnc(C)s2)cc1 | 7 | 17%[12.7 µM] | -2% | -2% | 12% | 47%[activator] | 10% | 2% | 14%
CN(C)S(=O)(=O)c1ccc2c(c1)nc(CCC(=O)O)n2C | 1 | -32% | -3% | -3% | -8% | 13% | 0% | 7% | 2%
Cc1cc(Br)ccc1NC(=O)CN(C)C(=O)Cn1c(=O)cnc2ccccc21 | 1 | . | 9% | -3% | 18µM* | ? | -3% | 79µM* | 7%
CCN1CCN(C(c2ccccc2)c2nnnn2CCc2ccc(OC)c(OC)c2)CC1 (centres undefined) | 3 | ? | -3% | 4% | -13% | 52% | -5% | -36% | -7%
CNC(=O)/C(C#N)=C\c1cc(C)n(-c2ccc(N3CCOCC3)cc2)c1C | 0 | 3% | -5% | 1% | 5% | 43%[activator] | i | 1% | 2%
CCSc1nnc(NC(=O)c2cc(C)nc3ccccc23)s1 | 0 | -12%[59 µM] | 3% | -1% | -11% | 22% | 0% | 1% | -4%
CC(=O)Nc1ccc(NC(=O)C(C)Oc2ccccc2F)cc1 (centres undefined) | -2 | 9%[59 µM] | 5% | -14% | -31% | 20% | -7% | 9% | 3%

Compound profiles (already shown). Order of screens: PI4K2A inh | G9a inh | ERG-DNA inh | Pin1 inh | JMJD2A Tudor | HP1b chromo inh | PGK inhibitor | BAZ2B inh | GLS inh
`CNC(=O)/C(C#N)=C\c1cc(C)n(-c2ccc(N3CCOCC3)cc2)c1C` across the screens: 0 | 3% | -5% | 1% | 5% | 43%[activator] | i | 1% | 2%
`CCN1CCN(C(c2ccccc2)c2nnnn2CCc2ccc(OC)c(OC)c2)CC1` (centres undefined) across the screens: 3 | ? | -3% | 4% | -13% | 52% | -5% | -36% | -7%
`CCSc1nnc(NC(=O)c2cc(C)nc3ccccc23)s1` across the screens: 0 | -12%[59 µM] | 3% | -1% | -11% | 22% | 0% | 1% | -4%
`CC(=O)Nc1ccc(NC(=O)C(C)Oc2ccccc2F)cc1` (centres undefined) across the screens: -2 | 9%[59 µM] | 5% | -14% | -31% | 20% | -7% | 9% | 3%

Bioassay records as filed in PubChem.
